Dicer processing: inhibitors of Dicer pre-microRNA processing, primary screen, biochemical, cat-ELCCA, chemiluminescence | z-score at 25 µM | cat-ELCCA pre-miR-21 Dicer processing; stronger effect = higher value | 47,000 compounds, 6% hits | Endoribonuclease Dicer (Homo sapiens), Q9UPY3; in the data active means z-score above about 3, passing the limit was not always enough;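 further: plate controls were vehicle for no effect and no enzyme for full effect; higher signal means more uncleaved substrate so more Dicer inhibition; strong numbers were not always called active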
Target sequence (Q9UPY3 whole entry, looked up): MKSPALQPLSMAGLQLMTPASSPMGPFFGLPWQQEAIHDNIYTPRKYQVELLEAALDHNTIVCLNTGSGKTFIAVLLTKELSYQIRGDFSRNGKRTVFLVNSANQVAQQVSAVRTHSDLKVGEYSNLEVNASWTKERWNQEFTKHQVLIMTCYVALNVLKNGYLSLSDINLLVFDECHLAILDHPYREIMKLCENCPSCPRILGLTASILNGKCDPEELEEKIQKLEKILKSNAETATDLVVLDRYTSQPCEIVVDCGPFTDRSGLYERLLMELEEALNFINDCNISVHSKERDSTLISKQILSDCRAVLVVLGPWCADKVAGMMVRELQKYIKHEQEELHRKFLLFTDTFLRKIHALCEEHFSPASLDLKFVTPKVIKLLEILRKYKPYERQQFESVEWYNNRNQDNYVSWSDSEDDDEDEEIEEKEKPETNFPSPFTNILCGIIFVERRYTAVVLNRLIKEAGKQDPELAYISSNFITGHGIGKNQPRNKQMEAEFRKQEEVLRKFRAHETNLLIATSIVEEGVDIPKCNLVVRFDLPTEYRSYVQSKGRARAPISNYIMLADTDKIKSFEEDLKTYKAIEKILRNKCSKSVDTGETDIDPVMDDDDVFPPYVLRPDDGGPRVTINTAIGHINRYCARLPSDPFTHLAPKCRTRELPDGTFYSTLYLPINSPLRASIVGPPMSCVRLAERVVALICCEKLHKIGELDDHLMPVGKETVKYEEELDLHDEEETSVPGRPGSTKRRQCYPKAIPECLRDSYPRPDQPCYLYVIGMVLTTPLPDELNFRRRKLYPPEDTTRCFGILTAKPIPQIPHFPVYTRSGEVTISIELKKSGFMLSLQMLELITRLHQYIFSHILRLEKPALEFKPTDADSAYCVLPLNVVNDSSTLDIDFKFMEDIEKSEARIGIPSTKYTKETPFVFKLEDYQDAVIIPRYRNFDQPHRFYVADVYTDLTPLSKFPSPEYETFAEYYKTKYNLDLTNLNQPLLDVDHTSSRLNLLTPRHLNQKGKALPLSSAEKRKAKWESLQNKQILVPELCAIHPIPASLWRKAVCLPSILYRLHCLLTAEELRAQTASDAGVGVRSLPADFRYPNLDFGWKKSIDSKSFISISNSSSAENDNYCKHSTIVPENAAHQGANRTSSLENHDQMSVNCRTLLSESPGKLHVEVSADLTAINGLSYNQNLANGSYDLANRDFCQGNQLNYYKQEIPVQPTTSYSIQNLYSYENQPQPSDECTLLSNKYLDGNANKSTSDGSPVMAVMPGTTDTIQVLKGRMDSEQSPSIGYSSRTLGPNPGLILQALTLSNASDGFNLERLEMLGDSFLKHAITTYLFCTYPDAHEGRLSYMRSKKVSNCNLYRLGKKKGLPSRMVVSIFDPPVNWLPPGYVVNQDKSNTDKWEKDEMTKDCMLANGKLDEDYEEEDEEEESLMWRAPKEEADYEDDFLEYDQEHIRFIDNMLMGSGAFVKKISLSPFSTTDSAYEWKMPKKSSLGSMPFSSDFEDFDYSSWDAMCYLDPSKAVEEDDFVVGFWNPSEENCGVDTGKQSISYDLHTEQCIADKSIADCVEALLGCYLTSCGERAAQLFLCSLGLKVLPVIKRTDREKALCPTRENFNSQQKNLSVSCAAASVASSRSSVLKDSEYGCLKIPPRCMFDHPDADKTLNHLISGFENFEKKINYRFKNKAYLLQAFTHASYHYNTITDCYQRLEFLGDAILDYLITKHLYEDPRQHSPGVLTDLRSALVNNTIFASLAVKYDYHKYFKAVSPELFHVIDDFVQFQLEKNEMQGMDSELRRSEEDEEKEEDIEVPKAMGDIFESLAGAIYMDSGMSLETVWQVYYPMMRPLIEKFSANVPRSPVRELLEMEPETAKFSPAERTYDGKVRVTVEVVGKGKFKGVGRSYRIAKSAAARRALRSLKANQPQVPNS
Starred values were filed as active, the others as inactive; & = joins results of further samples. An excerpt, so the mix of outcomes need not match the whole.

SMILES | Dicer processing
Cc1onc(-c2ccccc2Cl)c1C(=O)N[C@@H]1C(=O)N2[C@@H]1SC(C)(C)[C@@H]2C(=O)O | -0.85
CCCCCCC/C=C\CCCCCCCCC(=O)O | 0.32
c1ccc2c(CC3=NCCN3)cccc2c1 | 2.7&-0.15
CC(=O)[C@H]1CC[C@H]2[C@@H]3C[C@H](C)C4=CC(=O)CC[C@]4(C)[C@H]3[C@@H](O)C[C@]12C | 8
CCN(CC)CCCCNc1ncc2cc(-c3c(Cl)cccc3Cl)c(NC(=O)NC(C)(C)C)nc2n1 | 0.92
Nc1cc(-c2ccncc2)c[nH]c1=O | 8.3
C[C@H](CCC(=O)O)[C@H]1CC[C@H]2[C@@H]3[C@@H](O)C[C@@H]4C[C@H](O)CC[C@]4(C)[C@H]3CC[C@]12C | 59
C[C@]12CC[C@H]3[C@@H](CCC4=CC(=O)CC[C@@]43C)[C@@H]1CC[C@@H]2C(=O)CO | 0.45
CC(Oc1c(Cl)cccc1Cl)C1=NCCN1 (stereo not given) | -0.2
O=C(O)CN1C(=O)c2cccc3cccc(c23)C1=O | 3.7*
CC(C)Cc1ccc([C@H](C)C(=O)O)cc1 | 19
COc1cc2nc(N3CCN(C(=O)C4COc5ccccc5O4)CC3)nc(N)c2cc1OC (stereo not given) | 1.4&2.7
O=C1NCC2(CCN(CCc3ccccc3)CC2)O1 | 0.33
COc1cc(Nc2c(C#N)cnc3cc(OCCCN4CCN(C)CC4)c(OC)cc23)c(Cl)cc1Cl | -1.2
COc1nc(C)nc(Cl)c1NC1=NCCN1 | -0.18&0.07
NS(=O)(=O)c1cc2c(cc1C(F)(F)F)NC(Cc1ccccc1)NS2(=O)=O (stereo not given) | 0.62
CCCOc1ccccc1-c1nc2n[nH]nc2c(=O)[nH]1 | 0.72&5
O=C(O)COC(=O)Cc1ccccc1Nc1c(Cl)cccc1Cl | -0.67
CCC[C@H](N[C@@H](C)C(=O)N1[C@H](C(=O)O)C[C@@H]2CCCC[C@@H]21)C(=O)OCC | -0.74
CC1=C(C(=O)O)N2C(=O)[C@@H](NC(=O)[C@H](N)c3ccc(O)cc3)[C@H]2SC1 | 1.7
Cc1nnc(NS(=O)(=O)c2ccc(N)cc2)s1 | -0.13
O=C1NC(=O)[C@@]2(CCOc3ccc(F)cc32)N1 | 0.64
COc1ccccc1OCC(O)COC(N)=O (stereo not given) | 0.02
Cc1cc2c(s1)Nc1ccccc1N=C2N1CCN(C)CC1 | 3.2
O=C1N(c2ccccc2)c2ccccc2C1(Cc1ccncc1)Cc1ccncc1 | 0.38
O=S(=O)(O)c1ccc2nc(-c3ccccc3)[nH]c2c1 | 0.87
N=C(N=C(N)N)N1CCOCC1 | -0.15
Cc1onc(-c2ccccc2Cl)c1C(=O)NC1C(=O)N2C1SC(C)(C)C2C(=O)O (stereo not given) | 0.9
CC(=O)O[C@]1(C(C)=O)CC[C@H]2[C@@H]3C=C(Cl)C4=CC(=O)[C@@H]5C[C@@H]5[C@]4(C)[C@H]3CC[C@@]21C | -1.5
CN(C)CCCN1c2ccccc2Sc2ccccc21 | 0.62
C#C[C@]1(OC(C)=O)CC[C@H]2[C@@H]3CCC4=CC(=NO)CC[C@@H]4[C@H]3CC[C@@]21CC | 1.1
CC(C)Cc1ccc(C(C)C(=O)O)cc1 (stereo not given) | -0.3
CN1CCC(=C2c3ccccc3CCc3sccc32)CC1 | -0.1
CN(C)C/C=C(/c1ccc(Br)cc1)c1cccnc1 | -0.7
CS(=O)(=O)c1ccc(-n2nc(C(F)(F)F)cc2-c2ccc(F)cc2)cc1 | 0.7
COc1ccc(CN(CCN(C)C)c2ccccn2)cc1 | 1.3
CCN(CC)C(=O)Nc1ccc(OCC(O)CNC(C)(C)C)c(C(C)=O)c1 (stereo not given) | -0.26
O=C(Cn1ccnc1[N+](=O)[O-])NCCO | -1.4

Structural class: the entries above with a halogen
SMILES | Dicer processing
Cc1onc(-c2ccccc2Cl)c1C(=O)N[C@@H]1C(=O)N2[C@@H]1SC(C)(C)[C@@H]2C(=O)O | -0.85
CCN(CC)CCCCNc1ncc2cc(-c3c(Cl)cccc3Cl)c(NC(=O)NC(C)(C)C)nc2n1 | 0.92
CC(Oc1c(Cl)cccc1Cl)C1=NCCN1 (stereo not given) | -0.2
COc1cc(Nc2c(C#N)cnc3cc(OCCCN4CCN(C)CC4)c(OC)cc23)c(Cl)cc1Cl | -1.2
COc1nc(C)nc(Cl)c1NC1=NCCN1 | -0.18&0.07
NS(=O)(=O)c1cc2c(cc1C(F)(F)F)NC(Cc1ccccc1)NS2(=O)=O (stereo not given) | 0.62
O=C(O)COC(=O)Cc1ccccc1Nc1c(Cl)cccc1Cl | -0.67
O=C1NC(=O)[C@@]2(CCOc3ccc(F)cc32)N1 | 0.64
Cc1onc(-c2ccccc2Cl)c1C(=O)NC1C(=O)N2C1SC(C)(C)C2C(=O)O (stereo not given) | 0.9
CC(=O)O[C@]1(C(C)=O)CC[C@H]2[C@@H]3C=C(Cl)C4=CC(=O)[C@@H]5C[C@@H]5[C@]4(C)[C@H]3CC[C@@]21C | -1.5
CN(C)C/C=C(/c1ccc(Br)cc1)c1cccnc1 | -0.7
CS(=O)(=O)c1ccc(-n2nc(C(F)(F)F)cc2-c2ccc(F)cc2)cc1 | 0.7

Looked up above.
Entry of `O=C1NC(=O)[C@@]2(CCOc3ccc(F)cc32)N1` under Dicer processing: 0.64
Entry of `C[C@]12CC[C@H]3[C@@H](CCC4=CC(=O)CC[C@@]43C)[C@@H]1CC[C@@H]2C(=O)CO` under Dicer processing: 0.45
Entry of `O=C1NCC2(CCN(CCc3ccccc3)CC2)O1` under Dicer processing: 0.33

Source: PubChem BioAssay (Center for Chemical Genomics, University of Michigan)
